TMEM16A act – mouse TMEM16A channel activation, primary screen; HEK293 TMEM16A/YFP-H148Q/I152L, iodide quench fluorescence; active compounds read low; B-score at 10 µM; 340,000 tested, 0.3% active;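 active = fluorescence-ratio B-score plate-corrected deviation score at least 3 library SD below zero, with starting fluorescence score within 5 deviations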;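 note: channel opened by trigger with iodide after compound preincubation; score built on the fluorescence ratio of max minus min over baseline; more negative score means more quench and so TMEM16A activation or potentiation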
KCNK3 inh – human KCNK3 channel inhibition, primary screen. CHO-KCNK3 thallium flux, FluxOR fluorescence; active compounds read low. 340,000 tested, 0.84% active. O14649. B-score at 10 µM;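 active = B-score under library mean minus 4 SD, starting fluorescence ratio at most library mean plus 5 SD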;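 note: more negative B-score means stronger inhibition of thallium flux through KCNK3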
Target sequence (O14649 whole entry, looked up): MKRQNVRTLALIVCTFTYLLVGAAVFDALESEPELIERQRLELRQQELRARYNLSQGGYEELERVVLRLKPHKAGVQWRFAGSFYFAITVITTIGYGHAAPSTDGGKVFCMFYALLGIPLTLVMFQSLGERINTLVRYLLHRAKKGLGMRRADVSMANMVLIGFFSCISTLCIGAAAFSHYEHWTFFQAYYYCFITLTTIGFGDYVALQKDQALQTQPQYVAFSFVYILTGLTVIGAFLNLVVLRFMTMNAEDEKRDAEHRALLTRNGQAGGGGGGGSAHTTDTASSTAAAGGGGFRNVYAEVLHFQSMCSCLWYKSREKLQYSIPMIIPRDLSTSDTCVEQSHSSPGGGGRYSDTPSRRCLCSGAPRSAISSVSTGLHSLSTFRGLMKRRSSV
RGS4 pot – RGS4 potentiation or activation. HEK293 M3R/inducible RGS4, carbachol calcium flux Fluo4; active compounds read low. B-score at 10 µM. 310,000 tested, 0.92% active;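 active = B-score of the integrated calcium signal more than 4 SD below the library mean, with starting fluorescence not abnormally high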;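 note: negative B-score means reduced calcium response which marks RGS4 activation or potentiation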
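System – HEK293 FlpIn-TREx cells, stable M3R, doxycycline-inducible RGS4 · Reagent – ECmax carbachol challenge · Times – compound preincubation 20 min at room temperature before agonist · Technique – Fluo4 fluorescence kinetic imaging of calcium · Measure – B score of integrated Fluo4 ratio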
hERG rescue – compounds protecting human hERG from proarrhythmic drug block. CHO-hERG, FluxOR thallium flux, dofetilide IC70 present. activation (rescue from dofetilide block), less the hit threshold, % at 10 µM. 310,000 tested, 0.51% active. AID 1511;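 active = activation above the mean of controls blocked by dofetilide plus 5 SD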;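 note: thallium influx through hERG after potassium depolarization seen as dye fluorescence rise; in these data hits start at about 4.7%; inactives centre near -7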
TMEM16A inh – mouse TMEM16A channel inhibition, primary screen; Q8BHY3; HEK293 TMEM16A/YFP iodide influx fluorescence, ionomycin; normalized B-score (activity score, 25-100; higher = stronger inhibition) at 10 µM; 310,000 tested, 1.2% active;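 active = ratio plate-corrected score three or more library SD toward inhibition, starting fluorescence score within five deviations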;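 note: score derived from kinetic fluorescence span divided by baseline fluorescence per well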
KCNQ1 block – inhibitors of human KCNQ1 potassium channel | P51787 | CHO-K1 KCNQ1, FluxOR thallium flux fluorescence; active compounds read high | B-score at 10 µM | 310,000 tested, 1.3% active | AID 2642;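 active = compounds whose thallium flux B-score, printed positive for inhibition, exceeds three library SD while starting fluorescence stays within three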;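 note: channel opened by potassium depolarization with thallium stimulus after 20 min compound exposure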
HDAC3 inhib – human HDAC3 inhibition. O15379. recombinant HDAC3, fluorogenic peptide/trypsin coupled, fluorescence. inhibition, % at 8.3 µM. 320,000 tested, 0.15% active; in the data active = inhibition above about 26%, passing the limit was not always enough
RGS4 inh – human RGS4 inhibition | B-score at 10 µM | P49798 | HEK293 M3R/RGS4 inducible, Fluo-4 calcium flux; active compounds read high; triggered by carbachol at its EC20 | 310,000 tested, 0.45% active;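 active = B-score, a plate-corrected calcium signal, over three deviations above library mean, with baseline fluorescence within five deviations of library mean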;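 note: RGS4 expression induced by doxycycline in cells with stable M3 receptor; B-score is computed from the integrated fluorescence ratio over baseline after carbachol; higher B-score means a larger calcium signal and so more RGS4 inhibition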
Target sequence (P49798 whole entry, looked up): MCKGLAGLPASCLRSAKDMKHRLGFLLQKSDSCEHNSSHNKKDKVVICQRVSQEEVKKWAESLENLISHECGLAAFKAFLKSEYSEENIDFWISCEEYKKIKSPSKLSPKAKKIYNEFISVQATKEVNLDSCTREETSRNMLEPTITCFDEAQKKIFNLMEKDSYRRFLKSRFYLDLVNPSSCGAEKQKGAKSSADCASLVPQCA
KCNQ1 act – human KCNQ1 channel potentiation or activation; B-score at 10 µM; AID 2648; CHO-K1 KCNQ1, thallium flux FluxOR fluorescence; active compounds read high; P51787; 310,000 tested, 0.35% active;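 active = fluorescence ratio B-score, a plate-corrected score, at least three library SD, with initial intensity B-score within 5 SD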
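System: CHO-K1 cells stably expressing KCNQ1 / Medium: assay buffer for compound exposure, DMSO matched across wells / Reagent: thallium- and potassium-containing depolarizing buffer / Compound: one concentration, matched DMSO / Incubation: 20 min compound pretreatment at room temperature / Measured by: kinetic FluxOR fluorescence, 10 s baseline plus 110 s post-stimulus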
KCNK9 block – human KCNK9 channel inhibition | HEK293 KCNK9, FluxOR thallium flux fluorescence; active compounds read low | B-score at 10 µM | 310,000 tested, 1.2% active | AID 488922;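 active = ratio B-score over 3 SD below the library mean, with starting fluorescence within 5 SD of its mean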;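 note: negative B-score means less thallium flux so channel inhibition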
Target sequence (Q9NPC2 whole entry, looked up): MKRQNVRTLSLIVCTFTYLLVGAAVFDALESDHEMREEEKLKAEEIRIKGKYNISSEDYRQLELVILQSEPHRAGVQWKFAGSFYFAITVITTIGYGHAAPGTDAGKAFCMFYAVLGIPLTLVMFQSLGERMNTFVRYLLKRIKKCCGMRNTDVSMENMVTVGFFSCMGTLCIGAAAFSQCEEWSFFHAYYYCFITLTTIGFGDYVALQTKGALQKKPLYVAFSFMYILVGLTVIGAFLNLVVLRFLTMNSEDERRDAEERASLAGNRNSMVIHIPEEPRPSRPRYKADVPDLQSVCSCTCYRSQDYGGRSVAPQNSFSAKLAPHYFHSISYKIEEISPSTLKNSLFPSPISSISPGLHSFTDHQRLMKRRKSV
SKKanGAS inh – SKKanGAS growth inhibition. S. pyogenes SKKanGAS, kanamycin growth, BacTiter-Glo, 6 h. inhibition, % at 7.5 µM. 300,000 tested, 1.3% active;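 active = mean replicate score, as percent of positive control median, at least 50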;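 note: strain carries kanamycin resistance gene driven by streptokinase promoter and grows in 40 µg/ml kanamycin; loss of luminescence reflects streptokinase promoter inhibition or plain growth inhibition; 0% = median of DMSO wells and 100% = positive control at its reference dose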
Numbers without * were called inactive; i = inactive; nt = not tested or not shown.

SMILES | TMEM16A act | KCNK3 inh | RGS4 pot | hERG rescue | TMEM16A inh | KCNQ1 block | HDAC3 inhib | RGS4 inh | KCNQ1 act | KCNK9 block | SKKanGAS inh
Cc1c(C=O)c2ccccc2n1CC(=O)NC(C)c1ccccc1 (stereo not given) | i | i | i | -13 | i | i | 6 | i | i | i | 4
CC(Oc1ccc(Br)cc1)C(=O)NCc1ccccn1 (stereo not given) | i | i | i | -11 | i | i | 1 | i | i | i | 14
O=[N+]([O-])/C(C(Cl)=C(Cl)Cl)=C(\Sc1ccccc1)N1CCCCC1 | i | i | i | -14 | i | i | 3 | i | i | i | 4
Cc1ccc(C)n1C(Cc1ccccc1)C(=O)O (stereo not given) | nt | nt | i | -9 | nt | i | nt | i | i | i | 2
Cc1cc(C)n(C(=O)CCCn2cc([N+](=O)[O-])cn2)n1 | i | i | i | -12 | i | i | -6 | i | i | i | 12
Cc1cc(C(=O)N/N=C/c2cccc([N+](=O)[O-])c2)c2ccccc2n1 | i | i | i | -5 | i | i | -2 | i | i | i | 0
CC(=O)N1CCC(C(=O)NCCOc2ccc(C)cc2)CC1 | i | i | i | -5 | i | i | 3 | i | i | i | 2
O=C(CS(=O)(=O)c1ccccc1)Nc1ccc(Br)cn1 | i | i | i | 1 | i | i | 1 | i | i | i | -9
O=C(COc1ccc(Br)cc1CNCCc1ccccc1)NCc1ccccc1 | i | -11* | i | -28 | i | 7* | 1 | i | i | i | 3
O=C(CSc1nnnn1-c1cccnc1)Nc1ccccc1F | i | i | i | -13 | i | i | 6 | i | i | i | -2
O=C(/C=C/c1ccccc1)NNC(=O)c1cccs1 | i | i | i | -5 | i | i | -2 | i | i | i | -7
CCOc1ccc(S(=O)(=O)NCc2ccc3c(c2)OCO3)cc1C | i | i | i | -8 | i | i | -1 | i | i | i | -8
COc1ccc2c(c1)[nH]c1c(=O)n(/N=C/c3ccc(OC)c(COc4ccccn4)c3)cnc12 | i | i | i | -3 | i | i | nt | i | i | i | 5
CC(=O)N(c1ccccc1)c1ccc([N+](=O)[O-])cc1[N+](=O)[O-] | i | i | i | -6 | i | i | 7 | i | i | i | -5
CC1=Nc2ccccc2N=C(NC(=O)CSC(=S)N2CCN(C)CC2)C1c1ccccc1 (stereo not given) | i | i | i | -4 | i | i | 6 | i | i | i | -1
Cc1ccccc1NC(=O)CSc1nnc(C)c2ccccc12 | i | i | i | -5 | i | i | -1 | i | i | i | -10
COc1cc(C2C3=C(CC(C)(C)CC3=O)N(C)C3=C2C(=O)CC(C)(C)C3)ccc1O | i | i | i | -2 | i | i | -10 | i | i | i | 0
COc1cc(CNCc2ccco2)ccc1OCc1ccccc1 | i | i | i | -10 | i | i | 4 | i | i | i | 0
Cc1ccccc1C(=O)N1CCC(n2nccc2NC(=O)CCOc2ccccc2)CC1 | i | i | i | -3 | i | i | nt | i | i | i | 0
COc1ccc(C(=O)N/N=C\c2ccc(OC)c(COc3ccccc3Br)c2)c(OC)c1 | i | i | i | -9 | i | i | nt | i | i | i | 8
NS(=O)(=O)c1ccc(CCNC(=O)CC(NC(=O)c2ccccc2Cl)c2ccccc2)cc1 (stereo not given) | i | i | i | -11 | i | i | -1 | i | i | i | -5
COc1cccc(N2CCN(CC(=O)C34CC5CC(CC(C5)C3)C4)CC2)c1 | i | i | i | -16 | i | i | -5 | i | i | i | -1
CC(C)N(C(=O)CSc1nc2ccccc2n1Cc1ccccc1F)C(C)C | i | i | i | -16 | i | i | 2 | i | i | i | 17
O=C(O)c1ccc(-n2cc(C(=O)c3ccccc3O)cn2)cc1 | i | i | i | -7 | i | i | 4 | i | i | i | -22
Cc1c(NC(=O)C(C)C)cccc1-c1nc2ncccc2o1 | i | i | i | -3 | i | i | 4 | i | i | i | -2
Next section:
SMILES | TMEM16A act | KCNK3 inh | RGS4 pot | hERG rescue | TMEM16A inh | KCNQ1 block | HDAC3 inhib | RGS4 inh | KCNQ1 act | KCNK9 block | SKKanGAS inh
CC(OC(=O)c1nsc(Cl)c1Cl)C(=O)NCc1ccc2c(c1)OCO2 (stereo not given) | i | i | i | 0 | i | i | 0 | i | i | i | -2
CC1=C(C(=O)Nc2ccccc2)C(c2ccc(N(C)C)cc2)NC(=O)N1 (stereo not given) | i | i | i | -4 | i | i | 5 | i | i | i | -2
Cc1cccn2c(CN3CCCC(c4ccccc4)C3)c(C(=O)N3CCOCC3)nc12 (stereo not given) | i | i | i | -14 | i | i | 2 | i | i | i | 3
CCOC(=O)c1sc(NC(=O)Cc2ccccc2OC)nc1C | i | i | i | -7 | i | i | 1 | i | i | i | -2
Cc1ccc(OCc2nnc(SC3CCc4ccccc4C3=O)n2C)cc1 (stereo not given) | i | i | i | -5 | i | i | 2 | i | i | i | 1
CCOC(=O)C(C)(C)C(=O)C(C)(C)C(O)c1ccccn1 (stereo not given) | i | i | i | -6 | i | i | -2 | i | i | i | -9
Clc1ccc(-n2ncc3c(NCc4ccccn4)ncnc32)cc1 | i | i | i | -15 | i | i | 1 | i | i | i | 15
O=C(CCc1c[nH]c2ccccc12)Nc1ccc(S(=O)(=O)Nc2ncccn2)cc1 | i | i | i | -16 | i | i | -1 | i | i | i | 4
CC1(C)Cc2ccccc2/C(=C/C(=O)c2ccccc2)N1 | i | i | i | -10 | i | i | 2 | i | i | i | 1
Cc1cccc(Nc2ccc([N+](=O)[O-])cc2C(=O)O)c1 | i | i | i | -13 | i | i | nt | i | i | i | 20
CCCSc1nsc(NC(=O)c2cccnc2OCC)n1 | i | i | i | -22 | i | i | -13 | i | i | i | -13
CN(C)c1ccc(/C=[N+](\[O-])C2SC(=S)N(C)C2(C)C)cc1 (stereo not given) | i | i | i | 2 | i | i | -4 | i | i | i | 1
O=C(Cc1n[nH]c(=O)[nH]c1=O)N/N=C/c1cccc(Cl)c1 | i | i | i | -10 | i | i | 1 | i | i | i | -3
CCCCOc1ccc(C(CC(=O)NC)C(=O)O)cc1 (stereo not given) | i | i | i | -11 | i | i | -4 | i | i | i | 1
CCN(CC)S(=O)(=O)c1ccc2oc(SCC3CN=C(c4ccc(OC)cc4)S3)nc2c1 (stereo not given) | i | i | i | -22 | 100* | i | -3 | i | i | i | 5
CCOC(=O)C1(Cc2ccccc2C(F)(F)F)CCN(C2CCSC2)CC1 (stereo not given) | i | i | i | -9 | i | i | 6 | i | i | i | 3
COc1ccc(OC)c(S(=O)(=O)NCCS(=O)(=O)N2CCN(c3ccccc3)CC2)c1 | i | i | i | -4 | i | i | -3 | i | i | i | 0
O=C(CCN1N=C(c2ccccc2)CCC1=O)NCC1COc2ccccc2O1 (stereo not given) | i | i | i | -5 | i | i | 7 | i | i | i | -4
CN(C)c1ccc(/C=N/n2cnn(Cc3ccccc3Cl)c2=S)cc1 | i | i | i | -4 | i | i | 2 | i | i | i | 22
COc1cc(NC(=S)N2CCCCC2C)cc(OC)c1OC (stereo not given) | i | i | i | 0 | i | i | -3 | i | i | i | -7
COc1ccc(C2CC(=O)C=C(NCc3ccccc3)C2)cc1 (stereo not given) | i | i | i | -9 | i | i | 1 | i | i | i | -2
Cc1ccc(-c2cc(C(=O)NCc3ccccn3)no2)cc1 | i | i | i | -4 | i | i | 2 | i | i | i | -15
O=C1N/C(=C/c2cccs2)C(=O)N1Cc1ccccc1F | i | i | i | -8 | i | i | 4 | i | i | i | 1
CCC1(c2ccc(Cl)cc2)NC(=O)N(CC(=O)NCc2ccc(F)cc2)C1=O (stereo not given) | i | i | i | -12 | i | i | 1 | i | i | i | -11
CC(=O)NC(Cc1ccccc1)C(=O)N1CCN(C(=O)c2ccco2)CC1 (stereo not given) | i | i | i | -8 | i | i | 2 | i | i | i | -3

4 entries already listed, arranged by their value in HDAC3 inhib, rising:
Structure	TMEM16A act	KCNK3 inh	KCNQ1 block	HDAC3 inhib	RGS4 inh	KCNQ1 act	KCNK9 block
Cc1cc(C(=O)N/N=C/c2cccc([N+](=O)[O-])c2)c2ccccc2n1	i	i	i	-2	i	i	i
Cc1ccccc1NC(=O)CSc1nnc(C)c2ccccc12	i	i	i	-1	i	i	i
CC(=O)NC(Cc1ccccc1)C(=O)N1CCN(C(=O)c2ccco2)CC1 (stereo not given)	i	i	i	2	i	i	i
COc1cc(CNCc2ccco2)ccc1OCc1ccccc1	i	i	i	4	i	i	i

The results go on.
SMILES | TMEM16A act | KCNK3 inh | RGS4 pot | hERG rescue | TMEM16A inh | KCNQ1 block | HDAC3 inhib | RGS4 inh | KCNQ1 act | KCNK9 block | SKKanGAS inh
COc1cc2c(cc1OC)C(COc1cc(C)cc(C)c1)N(C(C)=O)CC2 (stereo not given) | i | i | i | -10 | i | i | 2 | i | i | i | -5
COCCCC1CCN(C(=O)c2cc(COc3ccc(C)nc3)on2)CC1 | i | i | i | -7 | i | i | -6 | i | i | i | -4
CCSc1nnc(NC(=O)C(NC(=O)c2ccc(Cl)cc2)C(C)C)s1 (stereo not given) | i | i | -9.4* | -4 | i | i | 2 | i | i | i | -1
O=C(NNC(=O)c1nc(Cl)ccc1Cl)c1ccc(F)cc1 | i | i | i | -10 | i | i | -4 | i | i | i | 25
COc1ccc(C2CC(=O)Nc3n[nH]c(-c4ccccc4)c32)cc1OC (stereo not given) | i | i | i | 0 | i | i | 0 | i | i | i | -2
O=C(Nc1nnc(SCc2ccc(F)cc2)s1)c1ccc2c(c1)C(=O)N(c1ccccc1Cl)C2=O | i | i | i | -11 | i | i | -4 | i | i | i | 54*
CC(=O)NC1=NN(C(C)=O)C(c2sccc2C)S1 (stereo not given) | i | i | i | -2 | i | i | 3 | i | i | i | 1
Cc1cc(Cl)c(OCCCNC2CCCC2)c(Br)c1 | i | i | i | -5 | i | i | -6 | i | i | i | 0
COc1cccc(NC(=O)c2cnc(SC)nc2C)c1 | i | i | i | -12 | i | i | 0 | i | i | i | 3
COc1ccccc1NC(=O)C(NC(=O)c1ccc(C)cc1)c1ccccc1 (stereo not given) | i | i | i | -2 | i | i | 0 | i | i | i | 6
O=C(O)c1cc2c(s1)-c1ccccc1CC2 | i | i | i | -2 | i | i | -15 | i | i | i | -8

Part of the list above, limited to TMEM16A act and KCNQ1 block:
molecule,TMEM16A act,KCNQ1 block
O=C(NNC(=O)c1nc(Cl)ccc1Cl)c1ccc(F)cc1,i,i
COc1ccc(C2CC(=O)Nc3n[nH]c(-c4ccccc4)c32)cc1OC (stereo not given),i,i
